Assay outcomes from PubChem BioAssay.
Giardia killer: kills Giardia lamblia | Giardia lamblia trophozoite viability | activity change, % at 7.66 µM, hits read low | hit rate 0.15% among 340,000; in the data active = activity change below about -80%; inconclusive = between about -30% and that limit;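 note: parasites exposed to compound for two days anaerobically before the ATP read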
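ATP-content bioluminescence gauges trophozoite survival. Cells (100/well) receive compound and incubate anaerobically for 48 hrs at 37 deg C; detection reagent follows for 15-30 min at room temperature.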
KCNH2 3.1 inh: inhibitors of human KCNH2 3.1 potassium channel isoform; U2OS KCNH2 3.1, thallium flux FluxOr; stronger effect = lower value; hit rate 0.95% among 340,000; activity change, % (tested at about 1.8 µM);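 active = maximum activity change below -70%; inconclusive = maximum activity change from -70% to -50%; inactive = maximum activity change above -50%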;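 note: thallium influx rate constant from kinetic fluorescence after stimulation buffer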
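We transduce U2OS cells with the mutant 3.1 virus, culture them overnight, load FluxOr with Red40 quencher for 45 min, then add stimulation buffer and read kinetically for 2 min to derive a normalized rate constant.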
uPA generation: inhibitors of cell surface uPA generation | hit rate 0.31% among 330,000 | Potency, µM (titrated, usually from 38.3 µM), for the others: top-dose activity change, negative = inhibition, most hits filed as inhibitors | cell surface uPA generation assay, qHTS; active = well fitted inhibition curve with a large enough effect; inconclusive = small, poorly fitted or top-dose-only effect; inactive = no such curve, though single readings can be large or run the other way; tested in mouse RAW 264.7 cells; note: potency is the fitted concentration of half-maximal effect; nearly all actives have a fitted effect of over 55% in size
* marks the source's active call; other numbers are inactive results; ? = inconclusive. % is set by controls: 0 for no effect and ±100 for the full control effect.

COc1cc(C2(C#N)CCN(C)CC2)cc(OC)c1OC
  Giardia killer = ?
  KCNH2 3.1 inh = 17
  uPA generation = -2%

CC(=O)C1CCC2C3CC(O)C4CC(O)CCC4(C)C3CCC12C (configuration not stated)
  Giardia killer = -26
  KCNH2 3.1 inh = 5
  uPA generation = 2%

CCOC(=O)C1C(OC(=O)c2ccccc2)CC2CCC1N2C (configuration not stated)
  Giardia killer = ?
  KCNH2 3.1 inh = 6
  uPA generation = 4%

CCCCCC1(C(C)C)C(=O)NC(=S)NC1=O
  Giardia killer = -4
  KCNH2 3.1 inh = -16
  uPA generation = 6%

COC(=O)C1=C(c2cccc(OC)c2OC)C[C@@H]2CC[C@H]1N2C(=O)NCc1ccccc1
  Giardia killer = 11
  KCNH2 3.1 inh = -11
  uPA generation = 3%

Cc1ccccc1C(=O)N1Cc2cnnn2-c2ccccc2C1C#N (configuration not stated)
  Giardia killer = -14
  KCNH2 3.1 inh = -3
  uPA generation = -1%

CC12CCC(=O)C=C1CC(N1CC1)C1C2CCC2(C)C(O)CCC12 (configuration not stated)
  Giardia killer = 3
  KCNH2 3.1 inh = -9
  uPA generation = -5%

COC1/C=C/C=C(\C)Cc2cc(O)c(Cl)c(c2)N(C)C(=O)CC(OC(=O)C(C)C)C2(C)OC2C(C)C2CC1(O)NC(=O)O2 (configuration not stated)
  Giardia killer = ?
  KCNH2 3.1 inh = -6
  uPA generation = -12%

C[C@@H]1C(=O)O[C@H]2[C@H](O)[C@]34[C@@H]5OC(=O)[C@]3(OC3OC(=O)[C@H](O)C34[C@H](C(C)(C)C)[C@@H]5O)[C@@]12O (some centres not stated)
  Giardia killer = -5
  KCNH2 3.1 inh = 6
  uPA generation = ?

COc1ccc2nc3c(C)n(C)ccc-3c2c1
  Giardia killer = -2
  KCNH2 3.1 inh = 7
  uPA generation = -6%

CCN1C[C@@]2(COC)C3[C@@H](OC)[C@H]4[C@@H]1[C@@]3(C1C[C@H]3[C@H](OC(=O)c5ccccc5)C1[C@]4(OC(C)=O)C[C@H]3OC)[C@@H](OC)C[C@H]2O (some centres not stated)
  Giardia killer = 8
  KCNH2 3.1 inh = -9
  uPA generation = -9%

CCN1C[C@]2(COC)CC[C@H](O)[C@@]34C5C[C@H]6[C@H](O)C5[C@](O)(C[C@H]6OC)[C@@H]([C@H](OC)C23)[C@@H]14 (some centres not stated)
  Giardia killer = 14
  KCNH2 3.1 inh = 14
  uPA generation = 4%

Cc1cccc(N/N=C/c2c(O)[nH]c(=S)[nH]c2=O)c1
  Giardia killer = -6
  KCNH2 3.1 inh = -3
  uPA generation = -9%

COC(=O)C1=C(c2cccc(OC)c2OC)C[C@@H]2CC[C@H]1N2C(=O)NCCO
  Giardia killer = 9
  KCNH2 3.1 inh = -1
  uPA generation = -11%

ClCCN1CCSCC1
  Giardia killer = -13
  KCNH2 3.1 inh = -5
  uPA generation = 4%

CCCCCCC(Cl)(Cn1ccnc1)c1ccccc1 (configuration not stated)
  Giardia killer = -1
  KCNH2 3.1 inh = 13
  uPA generation = 4%

O=C(Cn1c(NCCCl)nc2ccccc21)c1ccc(Br)cc1
  Giardia killer = -3
  KCNH2 3.1 inh = -49
  uPA generation = -3%

C#C[C@]1(O)CCC2C3C(=O)C=C4C=CCC[C@]4(C)C3CC[C@@]21C (some centres not stated)
  Giardia killer = -5
  KCNH2 3.1 inh = -12
  uPA generation = -5%

CC1CCC2[C@@H](C)C(=O)OC3O[C@]4(C)CCC1C32OO4 (some centres not stated)
  Giardia killer = -16
  KCNH2 3.1 inh = 12
  uPA generation = -15%

CC1CC(C)OP(=O)(OCCC#N)O1 (configuration not stated)
  Giardia killer = 7
  KCNH2 3.1 inh = 3
  uPA generation = 0%

CC=C(C)C1(CCC)C(=O)NC(=S)NC1=O
  Giardia killer = 0
  KCNH2 3.1 inh = -3
  uPA generation = 2%

COC(=O)C1=C(c2cc3ccccc3o2)C[C@@H]2CC[C@H]1N2C(=O)N1CCCCC1
  Giardia killer = -4
  KCNH2 3.1 inh = 7
  uPA generation = ?

COc1ccc(CC(=O)C2C(=O)N(C)c3ccccc32)cc1OC (configuration not stated)
  Giardia killer = 11
  KCNH2 3.1 inh = -6
  uPA generation = -4%

CC12CCC(=O)C=C1C=CC1C2CCC2(C)C(O)CCC12 (configuration not stated)
  Giardia killer = -4
  KCNH2 3.1 inh = 3
  uPA generation = -1%

CCC1CN1P(=O)(Oc1ccc(Cl)cc1)N1CC1CC (configuration not stated)
  Giardia killer = 0
  KCNH2 3.1 inh = 7
  uPA generation = -1%

O=C1C=CC(=O)C2C1C1(Cl)C(Cl)=C(Cl)C2(Cl)C1(Cl)Cl (configuration not stated)
  Giardia killer = 22
  KCNH2 3.1 inh = -8
  uPA generation = -2%

O=P1(c2ccccc2)Nc2ccccc2N1c1ccccc1 (configuration not stated)
  Giardia killer = 0
  KCNH2 3.1 inh = -12
  uPA generation = 2%

CC1(O)CCC2C3CCC4=CC(=O)CCC4=C3C=CC21C (configuration not stated)
  Giardia killer = 2
  KCNH2 3.1 inh = 9
  uPA generation = -19%

CCOC(=O)c1ccccc1NC(=O)c1c(O)[nH]c(=O)[nH]c1=O
  Giardia killer = -15
  KCNH2 3.1 inh = 7
  uPA generation = 2%

Cc1cc(/C=C2/C(=O)NC(=O)N(c3ccccc3)C2=O)c(C)n1-c1ccc(F)cc1
  Giardia killer = -15
  KCNH2 3.1 inh = 26
  uPA generation = 6%

Cc1ccc(NC(=O)c2ncn(CCCNCCN3CCOCC3)n2)cc1C
  Giardia killer = -9
  KCNH2 3.1 inh = -6
  uPA generation = -6%

O=C(c1ccccc1)C(Cc1ccccc1)N1CCOCC1 (configuration not stated)
  Giardia killer = 4
  KCNH2 3.1 inh = 3
  uPA generation = 2%

COC(=O)C1=C(c2cccc(OC)c2OC)C[C@@H]2CC[C@H]1N2C(=O)NCc1ccc(F)cc1
  Giardia killer = 10
  KCNH2 3.1 inh = -126*
  uPA generation = 0%

O=P(NC1CCCCC1)(Oc1ccccc1)Oc1ccccc1
  Giardia killer = -2
  KCNH2 3.1 inh = -19
  uPA generation = -4%

CC12CCC(=O)C=C1CCC1C2CCC2(C)C1CCC2(O)CC#N (configuration not stated)
  Giardia killer = 11
  KCNH2 3.1 inh = -9
  uPA generation = 0%

CC1=C(O)C(=O)C=C2C1=CC=C1C2(C)CCC2(C)C3CC(C)(C(=O)O)CCC3(C)CCC12C (configuration not stated)
  Giardia killer = ?
  KCNH2 3.1 inh = 10
  uPA generation = -9%

COC(=O)C1=C(c2cc3ccccc3o2)C[C@@H]2CC[C@H]1N2C(=O)NCCO
  Giardia killer = 8
  KCNH2 3.1 inh = -6
  uPA generation = 0%

O=C(c1ccc2nc3ccc(Cl)cc3c(=O)n2c1)N1CCC2(CC1)OCCO2
  Giardia killer = 17
  KCNH2 3.1 inh = 5
  uPA generation = 12%

CN(C)c1ccc([N+](=O)[O-])c([N+](=O)[O-])c1
  Giardia killer = ?
  KCNH2 3.1 inh = -11
  uPA generation = -3%

CCOC(=O)c1cnc(N2CC2)nc1N
  Giardia killer = -17
  KCNH2 3.1 inh = 1
  uPA generation = -15%

O=c1ccc2cc(O[C@@H]3O[C@H](CO)[C@@H](O)[C@H](O)[C@H]3O)c(O)cc2o1
  Giardia killer = -17
  KCNH2 3.1 inh = 16
  uPA generation = 1%

O=C(NN=Cc1ccc(N(CCCl)CCCl)cc1)c1cc(=O)[nH]c(=O)[nH]1
  Giardia killer = 8
  KCNH2 3.1 inh = -11
  uPA generation = -13%

CCN(CC)CC(=O)Nc1ccc(Cl)cc1C(=O)c1ccccc1
  Giardia killer = -6
  KCNH2 3.1 inh = 13
  uPA generation = 7%

CC(=O)C1C(N2CC2)CC2C3CCC4=CC(=O)CCC4(C)C3CCC21C (configuration not stated)
  Giardia killer = -2
  KCNH2 3.1 inh = 5
  uPA generation = -10%

Cc1cc(C)c2c(ccc3cccc[n+]32)c1
  Giardia killer = -15
  KCNH2 3.1 inh = -3
  uPA generation = ?

CC12CCC3C(CCC4(O)CC(O)CCC34C=NO)C1(O)CCC2C1=COC(=O)C1 (configuration not stated)
  Giardia killer = -6
  KCNH2 3.1 inh = -13
  uPA generation = 3%

COc1ccc(N2CCN(CCCN)CC2)cc1
  Giardia killer = 6
  KCNH2 3.1 inh = -15
  uPA generation = 0%

O=C(O)c1ccc([N+](=O)[O-])c([N+](=O)[O-])c1
  Giardia killer = 10
  KCNH2 3.1 inh = -3
  uPA generation = 2%

COc1ccc(-c2ccc3n2Cc2cnnn2-c2ccccc2-3)cc1
  Giardia killer = -3
  KCNH2 3.1 inh = -16
  uPA generation = 13%

CC1([N+](=O)[O-])COP(=O)(NCc2cccnc2)OC1 (configuration not stated)
  Giardia killer = 11
  KCNH2 3.1 inh = -2
  uPA generation = 8%

O=C1CC=C2C3CC4N(CCC45c4ccccc4N1C25)CC3=CCO (configuration not stated)
  Giardia killer = 22
  KCNH2 3.1 inh = 5
  uPA generation = 6%

O=C(NC1CCCCC1)[C@@H]1CC=C[C@@H]2CCN(Cc3ccccc3)C(=O)[C@@H]21
  Giardia killer = -2
  KCNH2 3.1 inh = 5
  uPA generation = -3%

CC1=C2CCC3C(CCC4=CC(=O)CCC43C)C2CC1 (configuration not stated)
  Giardia killer = -12
  KCNH2 3.1 inh = 13
  uPA generation = -10%

CC1C(c2cccs2)=[N+]([O-])C(C)(C(=O)c2ccc(F)cc2)N1O (configuration not stated)
  Giardia killer = 22
  KCNH2 3.1 inh = -4
  uPA generation = 0%

CCOc1ccc(-c2cc(C(=O)N3CCC4(CC3)OCCO4)c3ccccc3n2)cc1
  Giardia killer = ?
  KCNH2 3.1 inh = 2
  uPA generation = 3%

CCCC1CCCCC12C(=O)NC(=O)NC2=O (configuration not stated)
  Giardia killer = -1
  KCNH2 3.1 inh = 8
  uPA generation = 4%

CCC1(NS(=O)(=O)c2ccc(N)cc2)C(=O)N(C)C(=O)N(C)C1=O
  Giardia killer = 13
  KCNH2 3.1 inh = 9
  uPA generation = 8%

C=CCC1(CCCCC)C(=O)NC(=S)NC1=O
  Giardia killer = 12
  KCNH2 3.1 inh = 9
  uPA generation = 8%

COC(=O)C1=C(c2ccc(S(C)(=O)=O)cc2)C[C@@H]2CC[C@H]1N2C(=O)NC1CC1
  Giardia killer = 11
  KCNH2 3.1 inh = 18
  uPA generation = 3%

Some of the compounds tested; rates above refer to the full screens.
